SKBR3 24h inh = SK-BR-3 proliferation inhibitors; SK-BR-3 viability, CellTiter-Glo ATP luminescence, 24 h; hits give low values; viability, % at 10 µM; hit rate 0.47% among 41,000; AID 847;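 active means viability at or below the median of all test compounds minus 3 SD, in both replicates if run twice, cut at about 45% in these data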;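 further: 100% = median untreated cell wells and 0% = median positive control drug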
* = called active by the depositor.

molecule,SKBR3 24h inh
CCOc1ccccc1-n1c(SCC(=O)NCc2ccco2)nnc1-c1ccncc1,80.5
CC1Oc2ccccc2N(CC(=O)c2ccccc2)C1=O (centres undefined),88.4
COc1ccc(S(=O)(=O)N(C)CC(=O)N2CCOCC2)cc1Cl,81.8
O=C(OCc1cc2ccccc2[nH]c1=O)c1ccccn1,141.2
CC1Cc2ccccc2N1C(=O)CSCC(=O)O (centres undefined),101.5
COc1ccc(OC)c2c(C)cc(N3CCCN(C)CC3)nc12,80.9
O=C(O)CCCC(=O)NCCc1ccncc1,119.1
NC(=O)c1nsnc1-c1ccccc1O,92.6
O=C(CS(=O)(=O)Cc1ccccc1)Nc1nc2c(s1)CCCC2,105.6
COc1ccc(OC)c(S(=O)(=O)N2Cc3ccccc3CC2C(=O)O)c1 (centres undefined),91.6
CC1=C(C(=O)OC(C)C)C(c2ccccc2Cl)CC(=O)N1 (centres undefined),84.8
CCCCn1c(CN2CCN(c3cccc(Cl)c3)CC2)nc2c1c(=O)n(C)c(=O)n2C,76.5
COc1cccc(OC)c1C(=O)Nc1cc(Cl)ccc1N1CCOCC1,95.5
Cc1c(CNC(=O)c2nn3c(c2Cl)NC(c2ccccc2)CC3C(F)(F)F)cnn1C (centres undefined),102.7
Cc1cc(Nc2ccccc2)n(-c2ccccc2)n1,81.0
CCN(CC)C(=O)Cn1c(=O)n(Cc2ccccc2Cl)c2c1c(=O)n(C)c(=O)n2C,105.0
COc1ccccc1C(=O)N1CCCN(C(=O)c2ccccc2OC)CC1,101.8
NC(=O)c1ccccc1NC(=O)CCCN1C(=O)CCC1=O,96.5
CCOc1ccc(NC(=O)CSc2nnc(-c3ccccc3)n2N)cc1,78.4
CCCCC(CC)CNC(=O)CN(C)S(=O)(=O)c1cccc2nsnc12 (centres undefined),70.8
O=C(CN1C(=O)c2ccccc2S1(=O)=O)N1CCN(Cc2ccc3c(c2)OCO3)CC1,39.7*
CCn1c(SCC(=O)NC(C)(C)C)nc(O)cc1=O,102.9
COc1ccc(N2CCN(C(CNC(=O)c3cccc(Cl)c3)c3cccnc3)CC2)cc1 (centres undefined),84.5
N#CC(C#N)C(c1ccsc1)c1c(-c2ccccc2)[nH][nH]c1=O (centres undefined),66.0
c1ccc2c(c1)CCCN2Cc1nnnn1C1CCCC1,91.1
COc1ccc(OC)c(NC(=O)[C@H]2CC=CC[C@H]2C(=O)O)c1,123.3
O=C(Nc1ccc(N2CCN(C(=O)c3ccccc3)CC2)cc1)c1cc2ccccc2o1,68.2
O=C(Nc1ccccc1)C1CC(=O)N(C2CCCCC2)C1 (centres undefined),104.3
NC(=O)c1cc(-c2ccccc2)nc(Oc2ccccc2)n1,83.8
Cc1ccc(-n2ncc3c(NCc4ccccc4)ncnc32)cc1,83.6

Pulled by structure from the entries so far (2):
molecule,SKBR3 24h inh
O=C(CN1C(=O)c2ccccc2S1(=O)=O)N1CCN(Cc2ccc3c(c2)OCO3)CC1,39.7*
CC1Oc2ccccc2N(CC(=O)c2ccccc2)C1=O (centres undefined),88.4

(further entries)
molecule,SKBR3 24h inh
CCCOC(=O)C1=C(C)NC2=C(C(=O)CCC2)C1c1cccs1 (centres undefined),100.7
O=C(CCS(=O)(=O)c1cc(Br)cc2c1N(C(=O)C1CC1)CC2)NCC1CCCO1 (centres undefined),87.4
CCNc1nc(N)nc(Oc2ccc(OCC)nn2)n1,96.2
O=C(c1ccc(CNS(=O)(=O)c2cccc(C(F)(F)F)c2)cc1)N1CCOCC1,110.7
O=C(NCc1ccco1)C1c2ccccc2Oc2ccccc21,82.4
CCC(=O)N(Cc1cc(=O)[nH]c2ccccc12)C1CCCCC1,121.3
CCS(=O)(=O)c1nc2ccccc2n1CC(=O)N1CCCCC1,103.4
COc1ccc2[nH]cc(C(=O)CN3CCN(C(=O)c4ccco4)CC3)c2c1,88.7
Cc1cccc(N2C(=O)CC(N3CCN(c4cccc(C(F)(F)F)c4)CC3)C2=O)c1 (centres undefined),89.3
O=C(c1ccccc1NS(=O)(=O)c1ccc(Br)s1)N1CCOCC1,89.8
O=c1[nH]c2ccc(S(=O)(=O)N3CCN(C4CCCCC4)CC3)cc2[nH]c1=O,84.3
Cc1cnnc2c1-c1nonc1CC2,122.7
Cc1cc(C)c(S(=O)(=O)N(CC(=O)O)C2CCCCC2)c(C)c1,102.7
C=CCn1c(SCC(=O)c2cccs2)nc2sc(C)cc2c1=O,90.2
COc1ccccc1-c1nnc(NC(=O)OCC(C)C)s1,89.5
Cc1cc(N2CCN(C)CC2)nc2ccc(NC(=O)c3ccc4c(c3)OCO4)cc12,79.3
Cc1ccc(N(CC(O)CN2CCCC2)S(=O)(=O)c2ccc(C)cc2)cc1 (centres undefined),127.4
COc1ccc(-n2c(SCC(N)=O)nnc2-c2ccccc2F)cc1,86.7
COc1cc2c(cc1OC)CN(S(=O)(=O)c1ccc3c(c1)OCCO3)CC2,97.5
COC(=O)c1ccccc1NC(=O)CSc1nnnn1C1CCCCC1,114.6
CCn1cc(-c2cc(C(F)(F)F)n3nc(C(=O)O)cc3n2)c(C)n1,90.2
CCOc1cc(-c2noc(CCC(=O)Nc3cccnc3)n2)ccc1OC,71.2
CC(=O)Nc1nc2n(n1)C(c1ccccc1)C=C(c1ccccc1)N2 (centres undefined),104.2
COC(=O)c1ccc(OC(=O)C2CC(=O)N(c3ccc(C)cc3C)C2)cc1 (centres undefined),95.2
CCOC(=O)C1C(=O)NC(N2CCOCC2)=NC1C(C)C (centres undefined),92.9
CCOc1ccccc1C(=O)Nc1nccs1,138.6
O=C(Nc1nc2ccc(S(=O)(=O)N3CCCC3)cc2s1)C1CCCCC1,75.4
CCc1nc2cc(C)nn2c2nc3ccccc3n12,76.3
CCOC(=O)c1c(CN2CCCCC2)n(C)c2cc(Br)c(OC)cc12,78.3
COc1cc(C)nc(Nc2nc(C)c(C(C)=O)s2)n1,100.2
Cn1c(NC(=O)C2CCCO2)cc(=O)n(C)c1=O (centres undefined),104.5
CS(=O)(=O)c1nncn1-c1ccccc1,105.8
Cc1nnc(Nc2ccc3c(c2)ncn3C)c2ccccc12,126.3
Cc1ccc(C(=O)N2CCOCC2)cc1Cl,115.6
COc1ccc(OCC(O)CNc2ccc(Br)cc2)cc1 (centres undefined),95.7
COc1cccc(NS(=O)(=O)c2ccc3[nH]cc(C(=O)NCCCOC(C)C)c(=O)c3c2)c1,85.5
COC(=O)c1sc(N)c(C(=O)OC)c1CSc1nc2sc3c(c2c(=O)n1C)CCC3,93.5
O=C(N1CCN(c2ccccc2)CC1)C(F)(F)C(F)F,98.0
COc1ccc(OC)c2[nH]c(=O)c(CCNC(=O)c3ccc(Br)o3)cc12,71.0
CCc1ccc(-c2nn[nH]n2)cc1,115.6
CCOC(=O)CNC(=O)CSc1nc2cccnc2n1C,77.4
O=C1CC(N2CCC(O)(c3ccc(Cl)cc3)CC2)C(=O)N1 (centres undefined),105.7
O=C(CCCSc1nc2sc3c(c2c(=O)[nH]1)CCC3)NCCCO,87.5
CCOc1ccccc1C1C2C(=O)N(c3ccccc3)C(=O)C2ON1c1ccccc1 (centres undefined),93.4
c1ccc(Cc2nnc3sc(-c4cccs4)nn23)cc1,86.9
N=c1n(CCO)c2ccccc2n1Cc1ccc(Cl)cc1,56.9
CC(C)Cn1c(SCC(=O)NC2CCCc3ccccc32)nc(O)cc1=O (centres undefined),99.2
O=C(CSc1nnc(Cc2cccs2)n1Cc1ccco1)Nc1cccc(Cl)c1,93.6
CCc1ccc(NS(=O)(=O)c2ccc3[nH]cc(C(=O)N4CCCCC4)c(=O)c3c2)cc1,95.9
Cc1cc(F)ccc1S(=O)(=O)Nc1ccccc1C(=O)Nc1ncn[nH]1,83.4
Cc1ccccc1CN1C2=NCCN2c2ccccc21,88.1
CCCC(=O)Nc1ccc2oc(-c3ccc(OC)c(Br)c3)nc2c1,98.1
Cc1ccnc2ccc(-c3nc4ccccc4o3)cc12,81.0
CCOC(=O)c1ccc(NC(=O)Nc2ccc3c4c(cccc24)C(=O)N3CC)cc1,60.7
COc1cc(C(=O)Nc2ccc(-n3cnnn3)c(C)c2)cc(OC)c1OC,103.4
CCc1nnc(NC(=O)CSc2nnc(-c3ccccc3OC)n2-c2ccccc2)s1,91.5
CC(C)OC(=O)CC(=O)CSc1nc2c(cc1C#N)CCCC2,98.4
O=C(CSCCO)Nc1cccc2ccccc12,87.3
O=C(O)COc1ccccc1C1C2C(=O)N(c3ccc(F)cc3)C(=O)C2ON1c1ccccc1 (centres undefined),87.7
CCc1nc(NCC2CCCN2CC)c2nnn(Cc3ccccc3F)c2n1 (centres undefined),96.1

Some of the entries above in another layout:
Molecule: COc1ccc(OCC(O)CNc2ccc(Br)cc2)cc1 (centres undefined)
- SKBR3 24h inh: 95.7

Molecule: CCc1ccc(-c2nn[nH]n2)cc1
- SKBR3 24h inh: 115.6

New compounds follow:
molecule,SKBR3 24h inh
Oc1ccccc1Oc1ncc(Br)c(N2CCOCC2)n1,64.5
O=C(c1ccco1)N1CCN(CC2CC3C=CC2C3)CC1 (centres undefined),86.9
Cc1ccnc(N(C(=O)c2cccs2)C(=O)c2cccs2)c1,77.8
O=C(Nc1cnc2ccccn2c1=O)c1ccc(F)cc1,91.3
CC(=O)N1CCC(=O)N(C(C)C)c2ccccc21,76.9
CCOC(=O)C(CC)Sc1ncnc2nc[nH]c12 (centres undefined),111.6
CN(CC(=O)NC1CCCCC1)S(=O)(=O)c1ccc(Cl)cc1,111.0
CCCOc1ccc(C(=O)N2CCN(c3ccc(NC(=O)CC)cc3Cl)CC2)cc1,77.8
Cc1cc(S(=O)(=O)N(C)CCc2ccccc2)ccc1-n1cnnn1,93.1
CCOc1cc(-c2ccccc2)nc(N)n1,138.8
CCOC(=O)Nc1ccccc1N1C(=O)c2ccccc2C1=O,68.5
Cc1nc2ccc(N)cc2c(=O)n1Cc1ccc(Cl)cc1,93.7
Cc1cc(CC(C)C)n(-c2nc3ccccc3c(=O)n2OCC(N)=O)n1,95.3
COC(=O)c1ccc(OCCN2C3=NCCN3c3ccccc32)cc1,77.0
COCn1c(-c2cccc(Br)c2)nc2ccccc21,96.1
Cc1nc2c(-c3ccccc3)c(C)nn2c(C)c1CC(=O)O,91.9
COC(=O)c1oc2ccc(Br)cc2c1NC(=O)CN1CCN(C)CC1,75.2
COc1ccc(CCNC(=O)C2CCN(S(C)(=O)=O)CC2)cc1OC,98.8
COc1ccc2c(c1)[nH]c1c(=O)n(CCc3cnc[nH]3)cnc12,87.4
CCN1CCN(c2ncnc3c2oc2nc(C)c4c(c23)CC(C)(C)OC4)CC1,88.0
O=C(CN1C(=O)c2cccc3cccc1c23)NCC1CCCO1 (centres undefined),86.8
O=C(O)CC1CCC(=C(Cl)Cl)C1 (centres undefined),96.5
Cc1ccc(C)n1NC(=O)c1ccccc1Cl,81.2
COC(=O)c1cn(C(=O)OC)c2ccccc12,95.9
Cc1nn(C(=O)c2cccnc2)c(C)c1C,90.1
Cc1nnc(NC(=O)Nc2cccc(Cl)c2)s1,108.0
CCCCn1c(=O)c(C(=O)OCC)c(O)c2ccccc21,68.3
COc1ccc(OCC(O)Cn2c(Br)nc3c2c(=O)[nH]c(=O)n3C)cc1 (centres undefined),96.8
COc1ccc(NC(=O)C2CC(=O)N(c3cccc(C)c3C)C2)cc1 (centres undefined),99.9
CN(C)c1ccc(P(=O)(OCc2ccccc2)C(O)c2cccnc2)cc1 (centres undefined),102.0
Cc1sc(NC(=O)c2ccco2)c(C(c2ccncc2)N2CCOCC2)c1C (centres undefined),86.7
COC(=O)c1sc(NC(=O)c2ccoc2C)nc1C,80.2
C=CCn1c(N)c(C(=O)NCC2CCCO2)c2nc3ccccc3nc21 (centres undefined),87.6
CCCCOc1ccc(CN2CCC(O)CC2)cc1,118.5
COCCn1c(=O)[nH]c2cc(C(=O)NCC3CCCO3)ccc2c1=O (centres undefined),70.5
CCN(CC)S(=O)(=O)c1ccccc1/C=N\O,79.3
CC(C)n1c(SCC(=O)Nc2ccccc2N2CCCCC2)nc2c1c(=O)n(C)c(=O)n2C,83.1
Cc1cc(C)n(Cc2ccccc2Cl)n1,115.0
COc1cc2cc(CN(C(=O)Nc3ccccc3)C3CCCC3)c(=O)[nH]c2cc1OC,107.1
CCOc1ccc(NC(=O)N2CC=C(n3c(=O)[nH]c4ccccc43)CC2)cc1,95.5
CCOc1ccc(C2CC(c3ccc(Br)cc3)Nc3nc(N)nn32)cc1 (centres undefined),96.6
O=C(Cc1cccs1)NCc1cccs1,95.9
CCn1c(COc2ccccc2C)nnc1SCC(=O)CC(=O)Nc1ccccc1,97.0
COC(=O)c1ccccc1NC(=O)N1CCN(C/C=C/c2ccccc2)CC1,85.8
Cc1cc(-n2c(=O)c(C#N)cc3c(=O)n4cccc(C)c4nc32)no1,96.0
COC(=O)c1ccccc1NS(=O)(=O)c1ccc2c3c(cccc13)C(=O)N2,89.8
O=C(Nc1ccc2c(c1)OCO2)C1CCCN(S(=O)(=O)c2cccs2)C1 (centres undefined),77.0
CCN1C(=O)CS/C1=C(\C#N)S(=O)(=O)c1ccccc1,87.8
COC(=O)c1ccc(NC(=O)CSc2nnc(C)n2-c2ccccc2)cc1,86.2
COc1ccc(NC(=O)C2(N(CC(C)C)C(=O)Cn3nnnc3N)CCCCC2)cc1,120.5
CCOC(=O)CCCOC(=O)c1ccc(S(=O)(=O)N(C)C)cc1,80.9
N#CCSc1nc2c(c(C3CC=CCC3)c1C#N)CCC2 (centres undefined),48.3
CCOC(=O)N1CCN(C(=O)c2cn(C)c3ccc(S(=O)(=O)N4CCCC4)cc3c2=O)CC1,81.3

Some of the compounds tested. The share of hits here may be higher or lower than overall.
